Screens (PubChem)
PMI inhibition: human PMI inhibitors, high substrate, primary screen, biochemical, fluorescence intensity, high mannose 6-phosphate (AID 1220). recombinant PMI enzyme, coupled fluorescence intensity; higher % means a stronger effect. 0.66% of 190,000 active. inhibition, % at 20 µM, or IC50 in µM where a hit was titrated
P. falciparum M17LAP: P. falciparum M17LAP inhibitors, primary screen, biochemical, fluorogenic H-Leu-NHMec substrate, 1536-well (AID 1619); 0.38% of 220,000 active; one-dose inhibition, % at 30 µM; IC50 in µM for titrated hits; recombinant M17LAP, H-Leu-NHMec fluorogenic kinetic assay; higher % means a stronger effect;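 active = compound inhibiting the enzyme by more than half at any dose during confirmatory dose-response retesting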;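 also: plate controls were full reaction with DMSO carrier for no effect and no enzyme background for full effect; strong numbers were not always called active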
Dynein transport: dynein cargo transport inhibition; 3617.4 mouse cells, GR-EGFP nuclear translocation imaging; test concentration mostly 20 µM; stimulated with dexamethasone, 1 µM; hits give low values; z-score, hits read low; 0.47% of 220,000 active;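 active = plate z-score of nuclear minus cytoplasmic receptor signal below a set negative limit, without overly bright fluorescence or cell loss, cut at about -3.5 in these data, passing the limit was not always enough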;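 also: z-score of nuclear minus cytoplasmic ring GR-EGFP intensity difference per well; some compounds called inactive have numbers as strong as hits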
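Medium: Induction medium lacking tetracycline, stripped serum | Probe or stimulus: 1.0 µM final dexamethasone stimulus | Schedule: 48 h induction, then 1 h compound, then 30 min agonist, 37 °C | Signal: Automated 10x imaging of fixed Hoechst-stained cells | Evaluation: Per-cell GR-EGFP intensity, nucleus versus surrounding cytoplasmic ring, well-averaged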
PMI inhibitors: inhibitors of human PMI, primary screen, biochemical, fluorescence intensity, coupled assay (AID 1209); purified PMI enzyme, coupled fluorescence intensity; higher % means a stronger effect; inhibition, % at 20 µM; hits with a dose series show IC50 in µM; 0.42% of 190,000 active;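 also: plate controls were DMSO vehicle for no effect and wells lacking substrate for full effect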
AID2073: inhibitors of Mint1-CaV2.2 protein interaction, biochemical, HTRF (AID 2073); HTRF protein-protein interaction, Mint1-CaV2.2; higher % means a stronger effect; 0.19% of 290,000 active; one-dose inhibition, % at 20 µM; IC50 in µM for titrated hits; in the data active = inhibition mostly above about 51%, no sharp cut-off; also: some results filed as inactive read as strong as hits
Siah-1 displacement: Siah-1 peptide-binding antagonists, primary screen, biochemical, fluorescence polarization, rhodamine-plectin, uHTS (AID 1817). displacement, % at 20 µM, or IC50 in µM where a hit was titrated. Siah-1 / rhodamine-plectin peptide fluorescence polarization; higher % means a stronger effect. 0.02% of 290,000 active;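 active = displacement of at least 50% at 20 µM, with a fluorescence ratio check between 0.3 and a set limit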;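 also: plate controls were Siah plus tracer with DMSO for no effect and tracer alone without Siah for full effect; strong numbers were not always called active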
LYP phosphatase: inhibitors of LYP phosphatase, biochemical, fluorescence intensity, uHTS (AID 1779). recombinant LYP phosphatase, fluorescence intensity; higher % means a stronger effect. one-dose inhibition, % at 11.5 µM; IC50 in µM for titrated hits. 0.054% of 290,000 active;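 also: plate controls were vehicle with enzyme for no effect and no enzyme for full effect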
XIAP displacement: small molecules displacing peptide from XIAP – biochemical, IAP family, fluorescence polarization (AID 1018). XIAP BIR domain, fluorescence polarization peptide displacement; higher % means a stronger effect. one-dose displacement, % at 20 µM; IC50 in µM for titrated hits. 0.007% of 200,000 active; in the data active = displacement above about 50%; also: a part of the inactive calls stands beside numbers as strong as those of hits
P. falciparum M1AAP: malaria alanyl aminopeptidase activity blockers – biochemical, fluorogenic H-Leu-NHMec substrate, 1536-well (AID 1445). 0.42% of 220,000 active. recombinant M1AAP, H-Leu-NHMec fluorogenic kinetic assay; higher % means a stronger effect. one-dose inhibition, % at 30 µM; IC50 in µM for titrated hits;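 active = primary inhibition above the hit cutoff, then over 50% inhibition at one or more dose response concentrations, cut at about 23% in these data, passing the limit was not always enough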;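 also: plate controls were DMSO full reaction for no effect and no enzyme background for full effect; strong numbers were not always called active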
Dynein transport cytoplasmic EGFP: recorded beside Dynein transport, whose call it bears; z-score; measured here: cytoplasmic GR-EGFP intensity; hits give high values
Dynein transport nuclear GR-EGFP: further read-out of Dynein transport, marked with its call; z-score; measured here: nuclear GR-EGFP intensity;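 lower value marks the stronger effect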
Dynein transport cell count: further read-out of Dynein transport, marked with its call; z-score; measured here: cell count per field
Starred values were filed as active, the others as inactive. Rule as the data show it, unless noted: active = inhibition above about 50%; inactive = the rest.

What do the screens show for `CCSc1nnc(-c2cc(Br)ccc2NC(C)=O)c(=O)[nH]1`?
P. falciparum M17LAP: 0%; Dynein transport: -0.045; AID2073: 9%; Siah-1 displacement: 1%; LYP phosphatase: -8%; P. falciparum M1AAP: 1%; Dynein transport cytoplasmic EGFP: -0.23; Dynein transport nuclear GR-EGFP: 0.51; Dynein transport cell count: -0.095

What do the screens show for `O=C(Cc1cccs1)Nc1nnc(SCC(=O)NC2CCCCC2)s1`?
PMI inhibition: -11%; P. falciparum M17LAP: 17%; Dynein transport: -0.88; PMI inhibitors: -12%; AID2073: 2%; Siah-1 displacement: -2%; LYP phosphatase: -8%; XIAP displacement: -13%; P. falciparum M1AAP: -2%; Dynein transport cytoplasmic EGFP: -0.13; Dynein transport nuclear GR-EGFP: -0.27; Dynein transport cell count: 0.22

How did Cc1cc(C)nc(NC(=O)c2ccc(Cl)cc2Cl)n1 do in these assays?
P. falciparum M17LAP: -4%; Dynein transport: -0.65; AID2073: -4%; Siah-1 displacement: -3%; LYP phosphatase: -5%; XIAP displacement: -3.5%; P. falciparum M1AAP: 5%; Dynein transport cytoplasmic EGFP: -0.26; Dynein transport nuclear GR-EGFP: -0.43; Dynein transport cell count: 0.98

How did COc1cc(/C=C/C(=O)OCC(=O)NCCC2=CCCCC2)ccc1O do in these assays?
PMI inhibition: 24%; P. falciparum M17LAP: 2%; Dynein transport: -0.79; PMI inhibitors: 13%; AID2073: -4%; Siah-1 displacement: 9%; LYP phosphatase: 1%; XIAP displacement: -8.7%; P. falciparum M1AAP: 8%; Dynein transport cytoplasmic EGFP: -0.25; Dynein transport nuclear GR-EGFP: 0.36; Dynein transport cell count: -0.44

What do the screens show for `O=C(CCn1cnc2ccccc2c1=O)Nc1ccc(S(=O)(=O)N2CCCCC2)cc1`?
PMI inhibition: 0%; P. falciparum M17LAP: -4%; Dynein transport: 0.88; PMI inhibitors: 4%; AID2073: -9%; Siah-1 displacement: 0%; LYP phosphatase: 0%; XIAP displacement: -19%; P. falciparum M1AAP: -2%; Dynein transport cytoplasmic EGFP: -0.21; Dynein transport nuclear GR-EGFP: 1.4; Dynein transport cell count: -1.3

Results for COc1ccccc1N1CCN(/N=C/c2c(C)nn(-c3ccccc3)c2C)CC1 ?
PMI inhibition: 16%; P. falciparum M17LAP: -3%; Dynein transport: 1; PMI inhibitors: 18%; AID2073: -16%; Siah-1 displacement: 1%; LYP phosphatase: 2%; XIAP displacement: -1.0%; P. falciparum M1AAP: -2%; Dynein transport cytoplasmic EGFP: -0.17; Dynein transport nuclear GR-EGFP: 0.22; Dynein transport cell count: -1.6

What do the screens show for `Cc1nc2ccccc2cc1C(=O)O`?
PMI inhibition: -7%; P. falciparum M17LAP: -7%; Dynein transport: 0.028; PMI inhibitors: -2%; AID2073: -11%; Siah-1 displacement: 1%; LYP phosphatase: 1%; XIAP displacement: -2.4%; P. falciparum M1AAP: -3%; Dynein transport cytoplasmic EGFP: -0.17; Dynein transport nuclear GR-EGFP: 0.12; Dynein transport cell count: 0.19

Results for CCOC(=O)C(CCCOc1ccccc1C)C(=O)OCC ?
PMI inhibition: -10%; P. falciparum M17LAP: 2%; Dynein transport: 0.17; PMI inhibitors: 4%; AID2073: 6%; Siah-1 displacement: -3%; LYP phosphatase: -2%; XIAP displacement: -6.2%; P. falciparum M1AAP: 11%; Dynein transport cytoplasmic EGFP: -0.25; Dynein transport nuclear GR-EGFP: 0.24; Dynein transport cell count: 0.56

How did Cc1nn(Cc2ccc(Cl)cc2)c2sc(C(=O)O)cc12 do in these assays?
PMI inhibition: -21%; P. falciparum M17LAP: 0%; Dynein transport: -0.57; PMI inhibitors: -20%; AID2073: 5%; Siah-1 displacement: 2%; LYP phosphatase: -8%; XIAP displacement: -3.9%; P. falciparum M1AAP: -1%; Dynein transport cytoplasmic EGFP: -0.28; Dynein transport nuclear GR-EGFP: -0.2; Dynein transport cell count: 0.5

What do the screens show for `CCOC(=O)CN(C(=O)CSc1nnc(CNc2ccc(C)cc2C)o1)c1ccccc1`?
PMI inhibition: 11%; P. falciparum M17LAP: 4%; Dynein transport: -0.72; PMI inhibitors: 3%; AID2073: 0%; Siah-1 displacement: 0%; LYP phosphatase: -1%; XIAP displacement: -1.6%; P. falciparum M1AAP: 6%; Dynein transport cytoplasmic EGFP: -0.21; Dynein transport nuclear GR-EGFP: -0.13; Dynein transport cell count: 0.37

What do the screens show for `O=C(NC1CCCCCC1)c1nc2ncccn2n1`?
PMI inhibition: -5%; P. falciparum M17LAP: 0%; Dynein transport: -1.1; PMI inhibitors: -3%; AID2073: 1%; Siah-1 displacement: -2%; LYP phosphatase: -12%; XIAP displacement: -5.8%; P. falciparum M1AAP: 14%; Dynein transport cytoplasmic EGFP: -0.12; Dynein transport nuclear GR-EGFP: -0.22; Dynein transport cell count: 0.45

How did CC1=C(C(=O)Nc2ccccc2)C(c2ccc3c(c2)OCO3)C2=C(CCCC2=O)N1 (stereo unspecified) do in these assays?
PMI inhibition: 6%; P. falciparum M17LAP: -2%; Dynein transport: 0.99; PMI inhibitors: 8%; AID2073: 11%; Siah-1 displacement: -5%; LYP phosphatase: -4%; XIAP displacement: -5.6%; P. falciparum M1AAP: 2%; Dynein transport cytoplasmic EGFP: -0.2; Dynein transport nuclear GR-EGFP: 0.49; Dynein transport cell count: -0.37

Quoted at random: 2 entries already listed
How did COc1cc(/C=C/C(=O)OCC(=O)NCCC2=CCCCC2)ccc1O do in these assays?
PMI inhibition: 24%; P. falciparum M17LAP: 2%; Dynein transport: -0.79; PMI inhibitors: 13%; AID2073: -4%; Siah-1 displacement: 9%; LYP phosphatase: 1%; XIAP displacement: -8.7%; P. falciparum M1AAP: 8%; Dynein transport cytoplasmic EGFP: -0.25; Dynein transport nuclear GR-EGFP: 0.36; Dynein transport cell count: -0.44

Results for COc1ccccc1N1CCN(/N=C/c2c(C)nn(-c3ccccc3)c2C)CC1 ?
PMI inhibition: 16%; P. falciparum M17LAP: -3%; Dynein transport: 1; PMI inhibitors: 18%; AID2073: -16%; Siah-1 displacement: 1%; LYP phosphatase: 2%; XIAP displacement: -1.0%; P. falciparum M1AAP: -2%; Dynein transport cytoplasmic EGFP: -0.17; Dynein transport nuclear GR-EGFP: 0.22; Dynein transport cell count: -1.6

Continuation.
How did COc1ccc(CNC(=O)CSc2ccc(Br)cc2)cc1OC do in these assays?
PMI inhibition: 9%; P. falciparum M17LAP: -7%; Dynein transport: 1.3; PMI inhibitors: 11%; AID2073: -4%; Siah-1 displacement: -4%; LYP phosphatase: -4%; XIAP displacement: -12%; P. falciparum M1AAP: -8%; Dynein transport cytoplasmic EGFP: -0.11; Dynein transport nuclear GR-EGFP: 0.71; Dynein transport cell count: -1

What do the screens show for `COc1cc2c(C(=O)N3CCN(c4ccccc4F)CC3)cn(C)c(=O)c2cc1OC`?
PMI inhibition: 6%; P. falciparum M17LAP: 0%; Dynein transport: -0.65; PMI inhibitors: 4%; AID2073: 2%; Siah-1 displacement: -3%; LYP phosphatase: -3%; XIAP displacement: -4.5%; P. falciparum M1AAP: 7%; Dynein transport cytoplasmic EGFP: -0.27; Dynein transport nuclear GR-EGFP: -0.72; Dynein transport cell count: -0.079

Results for COC(=O)C(C(=O)Nc1ccccc1C)C1CCCC1 (stereo unspecified) ?
PMI inhibition: -5%; P. falciparum M17LAP: 0%; Dynein transport: 1.8; PMI inhibitors: -3%; AID2073: -5%; Siah-1 displacement: 0%; LYP phosphatase: 1%; XIAP displacement: 2.0%; P. falciparum M1AAP: 4%; Dynein transport cytoplasmic EGFP: 0.033; Dynein transport nuclear GR-EGFP: 1.9; Dynein transport cell count: -1.5

Results for CC1CC(C)CN(C(=O)C2CCC(CNc3c(N4CCCCC4)c(=O)c3=O)CC2)C1 (stereo unspecified) ?
P. falciparum M17LAP: 5%; Dynein transport: -0.61; AID2073: 6%; Siah-1 displacement: 11%; LYP phosphatase: 0%; P. falciparum M1AAP: 4%; Dynein transport cytoplasmic EGFP: -0.25; Dynein transport nuclear GR-EGFP: 0.11; Dynein transport cell count: 0.45

What do the screens show for `O=C(COC(=O)c1oc2ccccc2c1COc1ccccc1)NCCN1C(=O)CSC1=O`?
PMI inhibition: 16%; P. falciparum M17LAP: 35%; Dynein transport: 0.0023; PMI inhibitors: 20%; AID2073: 2%; Siah-1 displacement: 3%; LYP phosphatase: -2%; XIAP displacement: -5.9%; P. falciparum M1AAP: -1%; Dynein transport cytoplasmic EGFP: -0.18; Dynein transport nuclear GR-EGFP: 0.056; Dynein transport cell count: -0.4

What do the screens show for `CC(=O)Nc1ccc(-c2nnc(SCC(=O)NCc3ccco3)n2C)cc1`?
PMI inhibition: -8%; P. falciparum M17LAP: -6%; Dynein transport: 0.35; PMI inhibitors: 1%; AID2073: -2%; Siah-1 displacement: 1%; LYP phosphatase: -2%; XIAP displacement: -16%; P. falciparum M1AAP: 6%; Dynein transport cytoplasmic EGFP: -0.29; Dynein transport nuclear GR-EGFP: 0.041; Dynein transport cell count: 0.41

Results for CCOC(=O)C1=NOC2C3CC(C12)C1C(=O)N(CCc2ccc(OC)c(OC)c2)C(=O)C31 (stereo unspecified) ?
P. falciparum M17LAP: -15%; Dynein transport: -0.68; AID2073: 7%; Siah-1 displacement: 23%; LYP phosphatase: -4%; P. falciparum M1AAP: -4%; Dynein transport cytoplasmic EGFP: -0.27; Dynein transport nuclear GR-EGFP: 0.1; Dynein transport cell count: 0.21

Results for CN(C)Cc1nc2c(c(=O)[nH]1)C(C)(C)Cc1ccccc1-2 ?
PMI inhibition: 11%; P. falciparum M17LAP: -7%; Dynein transport: 1.1; PMI inhibitors: 21%; AID2073: -3%; Siah-1 displacement: -1%; LYP phosphatase: -3%; XIAP displacement: -6.6%; P. falciparum M1AAP: -3%; Dynein transport cytoplasmic EGFP: -0.18; Dynein transport nuclear GR-EGFP: 0.41; Dynein transport cell count: -0.34

How did COc1c2ccc(C(=O)NCCCCc3ccccc3)cc2nn1C do in these assays?
PMI inhibition: -9%; P. falciparum M17LAP: -9%; Dynein transport: 1.7; PMI inhibitors: -3%; AID2073: 6%; Siah-1 displacement: -2%; LYP phosphatase: -8%; XIAP displacement: -2.2%; P. falciparum M1AAP: 1%; Dynein transport cytoplasmic EGFP: -0.22; Dynein transport nuclear GR-EGFP: 1.1; Dynein transport cell count: -0.17
